# Source: PubChem BioAssay
# SIAE primary: human SIAE inhibitors, primary screen, biochemical, fluorescence polarization, FP-Rh probe, 1536-well HTS; SIAE FP-Rh probe binding; Sialate O-acetylesterase (Homo sapiens), Q9HAT2; AID 1053197, 2014; inhibition, % at 9.66 µM; hit rate 0.69% among 370,000;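 active means inhibition above a cutoff: mean of compounds within the control limits plus 3 SD of those, cut at about 17% in these data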;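 further: 0% = plate median of compound wells and 100% = probe without SIAE protein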
# PRMT1 inh: PRMT1 methyltransferase inhibitors, primary screen, biochemical, fluorescence polarization. Protein arginine N-methyltransferase 1 (Homo sapiens), Q99873. recombinant PRMT1, activity-based probe fluorescence polarization. inhibition, % at 2.79 µM. hit rate 1.3% among 370,000. AID 652257, 2013;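 active means inhibition above about 21% made by adding two undisclosed values, limit read from the data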
# Target sequence (Q99873 whole entry, looked up): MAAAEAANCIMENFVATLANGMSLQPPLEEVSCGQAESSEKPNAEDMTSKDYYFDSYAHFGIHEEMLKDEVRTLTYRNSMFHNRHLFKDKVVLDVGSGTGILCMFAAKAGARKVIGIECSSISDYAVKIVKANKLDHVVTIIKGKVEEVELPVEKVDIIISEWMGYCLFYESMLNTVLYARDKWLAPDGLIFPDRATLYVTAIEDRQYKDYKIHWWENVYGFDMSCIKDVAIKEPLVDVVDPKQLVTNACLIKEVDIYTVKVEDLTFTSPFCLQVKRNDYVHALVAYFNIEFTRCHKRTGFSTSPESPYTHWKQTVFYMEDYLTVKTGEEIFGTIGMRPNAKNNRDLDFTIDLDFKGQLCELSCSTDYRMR
# TCR-CD3 inh: inhibitors of human TCR-CD3 interaction, primary screen, biochemical, fluorescence, TAMRA-labeled TCR probe | T-cell receptor (TCR) | hit rate 0.37% among 360,000 | inhibition, % at 9.4 µM; in the data active means inhibition above about 19%;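 further: recombinant mutant TCR 2C K166C tagged with TAMRA read by polarization; 0% = receptor in buffer alone and 100% = receptor with positive control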
# proKLK7 act: proKLK7 zymogen activators, primary screen, biochemical, fluorescence intensity. purified proKLK7, EDANS-DABCYL substrate fluorescence; 100% is mature enzyme control, 0% vehicle. activation, % at 7 µM. Kallikrein-7 (Homo sapiens), P49862. AID 652039, 2013. hit rate 0.9% among 370,000;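 active means activation above the mean of all tested compounds plus 3 SD, computed per campaign excluding outliers beyond control limits, cut at about 13% in these data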
# Target sequence (P49862 whole entry, looked up): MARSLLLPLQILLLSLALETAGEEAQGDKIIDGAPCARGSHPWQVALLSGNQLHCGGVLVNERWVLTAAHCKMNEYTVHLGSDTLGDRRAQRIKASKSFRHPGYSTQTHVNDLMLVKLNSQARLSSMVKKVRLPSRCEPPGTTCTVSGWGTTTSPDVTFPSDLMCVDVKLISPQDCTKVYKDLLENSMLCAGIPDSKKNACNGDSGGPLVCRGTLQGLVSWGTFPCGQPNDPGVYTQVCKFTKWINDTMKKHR
# DDE Tn6 FP inh: inhibitors of Tn6 peptide binding to fibrin DD(E), primary screen, biochemical, fluorescence polarization, human fibrin, Tn6 probe | Fibrin DD(E) TRITC-Tn6 fluorescence polarization displacement | hit rate 0.21% among 370,000 | Fibrinogen beta chain (Homo sapiens), P02675 | inhibition, % at 8.3 µM | AID 720509, 2013;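 active means inhibition above a per-campaign cutoff: mean of compounds within control limits plus 3 SD, cut at about 15% in these data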;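 further: 0% = median of all compound wells on the plate and 100% = blocking peptide control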
# LEDGF integ inh: blockers of LEDGF/p75-dependent integrase strand transfer – biochemical, TR-FRET, high throughput, primary screen. HIV-1 integrase (with human LEDGF/p75). TR-FRET IN-LEDGF/p75 DNA integration, Eu/Cy5. inhibition, % at 3.7 µM. hit rate 0.64% among 370,000. AID 743269, 2014;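 active means inhibition above the screen-wide mean plus 3 SD, cut at about 13% in these data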;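 further: signal is the Cy5 over europium emission ratio at 671 and 618 nm; 0% = plate median of compound wells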
# TDP2 absorb: human TDP2 enzyme inhibitors, primary screen, biochemical, epi absorbance, recombinant enzyme. inhibition, % at 12.8 µM. Tyrosyl-DNA phosphodiesterase 2 (Homo sapiens), O95551. hit rate 0.34% among 370,000. T5PNP hydrolysis, p-nitrophenol absorbance 415 nm. AID 720702, 2013;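 active means inhibition above the mean of all tested compounds plus 3 SD, set per campaign, cut at about 25% in these data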;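 further: 0% = DMSO with enzyme and 100% = buffer with substrate but no TDP2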
# Target sequence (O95551 whole entry, looked up): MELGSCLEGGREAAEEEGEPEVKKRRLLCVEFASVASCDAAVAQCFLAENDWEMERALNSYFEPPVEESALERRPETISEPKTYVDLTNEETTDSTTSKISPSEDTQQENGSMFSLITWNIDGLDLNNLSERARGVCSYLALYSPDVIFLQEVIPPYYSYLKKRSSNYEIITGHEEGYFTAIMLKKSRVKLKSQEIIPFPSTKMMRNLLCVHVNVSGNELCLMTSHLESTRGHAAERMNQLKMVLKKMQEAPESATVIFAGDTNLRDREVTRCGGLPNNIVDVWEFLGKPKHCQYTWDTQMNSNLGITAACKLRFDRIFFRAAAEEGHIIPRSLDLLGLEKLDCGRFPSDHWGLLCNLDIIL
#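 Incubation: 2 h at 37 °C; Test system: recombinant human TDP2; Quantity: enzyme 120 nM; Read-out basis: percent inhibition; Medium: 50 mM Tris-HCl pH 7.5 with Mg2+, KCl, DTT, BSA; Repeats: single replicate; Compound: 12.8 µM single point, 1% DMSO; Signal: epi absorbance; Reagent: 5 mM T5PNP chromogenic substrate; Benchmarks: no-enzyme high, DMSO-plus-enzyme low.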
# DDE Tn7 FP inh: inhibitors of Tn7 peptide binding to fibrin DD(E), primary screen, biochemical, fluorescence polarization, human fibrin, Tn7 probe; Fibrinogen beta chain (Homo sapiens), P02675; FP displacement of FITC-Tn7 peptide from fibrin DD(E); 0% = median of compound wells per plate; inhibition, % at 8.3 µM; hit rate 0.13% among 370,000; AID 720508, 2013;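 active means inhibition above the mean of compounds falling within the control limits plus 3 SD of them, cut at about 14% in these data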;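 further: 0% = plate median of compound wells and 100% = 10 µM Aha-Tn7 peptide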
#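 Test system – human fibrin DD(E) · Times – 10 min preincubation, 3 h with tracer, room temperature · Detection – fluorescence polarization of the labelled Tn7 tracer · Measure – percent inhibition normalized to high-control wells · Benchmarks – high control wells with 10 µM unlabelled Aha-Tn7 peptide (full inhibition) · Repeats – singlicate testing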
# MBD2 DNA inh: inhibitors of MBD2 binding to methylated DNA, primary screen, biochemical, TR-FRET, DNA-binding domain, human; inhibition, % at 4.4 µM; Methyl-CpG-binding domain protein 2 (Homo sapiens), Q9UBB5; hit rate 0.31% among 370,000; MBD2 binding to methylated oligonucleotide; in the data active means inhibition above about 13%
# UHRF1 binding: UHRF1 methylated DNA binding inhibitors, primary screen, counter-screen for MBD2 inhibitor project, biochemical, TR-FRET, human UHRF1, single concentration; E3 ubiquitin-protein ligase UHRF1 (Homo sapiens), Q96T88; UHRF1 binding to methylated oligo; inhibition, % at 4.4 µM; hit rate 0.75% among 370,000; in the data active means inhibition above about 21%;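 further: UHRF1 SRA domain binding a hemimethylated CpG hairpin DNA probe; 0% = median of test compound wells and 100% = reference inhibitor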
# Numbers without * were called inactive; · = no result given; & = joins results of further samples.
no. | SMILES | LEDGF integ inh | UHRF1 binding | TDP2 absorb | MBD2 DNA inh | TCR-CD3 inh | DDE Tn6 FP inh | DDE Tn7 FP inh | SIAE primary | proKLK7 act | PRMT1 inh
1 | Cc1cc2n(n1)C(c1cn(-c3ccccc3)nc1C)Nc1c(C)cccc1-2 (stereo unspecified) | 3 | 3 | -3 | 3 | -6 | -6 | -6 | 4 | -0.9 | -2
2 | O=C1c2cccnc2C(=O)N1c1ccccc1-c1ccccc1 | 1 | 2 | -7 | 7 | 7 | 10 | 6 | 2 | -0.1 | -1
3 | O=S(=O)(NCc1cn2ccccc2n1)c1cccs1 | -1 | -1 | 5 | 2 | -6 | 2 | 2 | 6 | -0.2 | 4
4 | CCCCC(=O)Nc1ccc(NC(=O)c2ccc(C)c([N+](=O)[O-])c2)cc1OC | -1 | 1 | 1 | 4 | -11 | 1 | 4 | 2 | -0.7 | 1
5 | COC(=O)c1ccc(CSc2nnc3ccccn23)o1 | -4 | -2 | 5 | -6 | 5 | 2 | 3 | 0 | -0.2 | 0
6 | COC(=O)c1ccccc1NC(=O)CSc1nc(N)cc(=O)[nH]1 | 2 | 1 | -12 | 2 | 6 | -3 | -1 | -1 | -0.5 | 7
7 | Cc1cccc(NC(=S)NCCN(C2CCCCC2)C2CCCC2)c1 | 1 | 0 | -10 | 0 | 5 | 1 | 1 | -4 | -0.2 | -2
8 | C[C@@H]1CCCCO[C@H](CN(C)C(=O)CCC(F)(F)F)[C@H](C)CN([C@@H](C)CO)C(=O)c2cc(NS(=O)(=O)c3ccc(Cl)cc3)ccc2O1 | 0 | 4 | 2 | -6 | -2 | -7 | -1 | 2 | 1.0 | 4
9 | C[C@H](CO)N1C[C@H](C)[C@@H](CN(C)S(=O)(=O)c2cccs2)OCc2cn(nn2)CCCC1=O | -1 | 1 | 2 | -1 | 3 | 0 | -1 | -4 | -0.1 | 0
10 | CC1CCN(C(=O)CCCl)c2ccccc21 (stereo unspecified) | 4 | 1 | 5 | 1 | 0 | -4 | -7 | -2 | -0.3 | -2
11 | COc1ccc(N2CC(C(=O)N3CCN(C(=O)c4ccco4)CC3)CC2=O)cc1 (stereo unspecified) | 1 | -1 | 6 | 0 | 1 | 2 | -4 | -1 | -0.5 | 0
12 | Cc1ccc(CNC(=O)c2cccnc2Sc2cccc(Cl)c2)cc1 | -3 | 2 | 14 | -5 | 7 | -3 | 1 | 4 | -0.6 | 4
13 | O=C(NCC1CCCO1)NC1(C(F)(F)F)Oc2ccccc2O1 (stereo unspecified) | -1 | 1 | -3 | 1 | 8 | -4 | -5 | 4 | 0.4 | 2
14 | COCCNC(=O)C1C(=O)Nc2ccccc2C(=O)N1C1CCCC1 (stereo unspecified) | -4 | 0 | 4 | -2 | 4 | 1 | 5 | -1 | 0.3 | -1
15 | Cc1ccc(OCC(=O)N2CCN(S(=O)(=O)c3ccc(Cl)s3)CC2)cc1C | 1 | 0 | -5 | -2 | -2 | -1 | 0 | -3 | -0.7 | -2
16 | Cc1nn(-c2ccc(N3CCCCC3)nn2)c(C)c1CCC(=O)Nc1ccc(F)c(F)c1 | -1 | 1 | 0 | 4 | -2 | -5 | 1 | -5 | -1.0 | 0
17 | O=C(c1cccc(S(=O)(=O)N2CCOCC2)c1)N(Cc1ccc(F)cc1)Cc1ccco1 | 4 | -1 | 13 | -4 | 2 | -2 | 5 | 1 | 0.2 | -8
18 | CCc1noc(C)c1C(=O)N(C)CC(=O)Nc1ccc(Br)cc1C | 3 | -3 | 2 | 1 | -2 | 0 | -2 | 2 | -0.5 | 2
19 | CC(C)(C)NC(=O)COC(=O)c1nsc(Cl)c1Cl | -1 | -2 | 0 | -1 | 9 | -2 | -4 | 1 | 0.0 | -2
20 | CC[C@@H](C)[C@H](NC(=O)Cc1c(C)c2c(cc(C)c3c(C)coc32)oc1=O)C(=O)O | 9 | -3 | -16 | -16 | -2 | -1 | -8 | -4 | 9.2 | 0
21 | COC(=O)c1ccc(COc2ccc(/C=N/Nc3nc(C)cc(=O)[nH]3)cc2)cc1 | 2 | -2 | 7 | -2 | 0 | -4 | -2 | -6 | 0.3 | 1
22 | O=C1c2ccccc2C(=O)c2c1cccc2N1CCN(C/C=C/c2ccccc2)CC1 | 4 | -3 | 0 | -4 | 6 | -4 | -12 | 7 | 0.4 | 0
23 | COc1ccc(CCNC(=O)CNC(=O)c2ccc3c(c2)OCO3)cc1OC | 2 | 2 | 5 | -4 | 1 | 6 | 7 | 1 | 0.5 | -2
24 | Cc1ccc(NC(=O)c2ccco2)c(NC(=O)CN2C(=O)c3ccccc3C2=O)c1 | 1 | 13 | 12 | -2 | 2 | -11 | -8 | 0 | 0.3 | -1
25 | COC(=O)c1cc(=O)n(Cc2ccc3c(c2)OCO3)c(=Nc2ccc(F)c(Cl)c2)s1 | -1 | -2 | -8 | 4 | -8 | -2 | -2 | -2 | -0.1 | 2
26 | Cc1ccc(NC(=S)NNC(=O)c2cnccn2)cc1 | -5 | 1 | -9 | 4 | · | 3 | -1 | 12 | 0.8 | 0
27 | O=C(O)CSc1cccc2cccnc12 | -3&0 | -12&-7 | 2&5 | -5&0 | -5&0 | -1&-4 | -5&-2 | 0&-1 | -3.9&2.1 | 7&-1
28 | COCCn1c(=S)[nH]c2cc(C(=O)N3CCN(Cc4ccc5c(c4)OCO5)CC3)ccc2c1=O | 2 | -1 | 13 | -1 | 6 | -9 | 7 | 4 | 0.4 | -2
29 | CCN(CC)c1ccc(NS(=O)(=O)c2cn(C)c(=O)n(C)c2=O)c(C)c1 | 1 | -7 | 14 | -9 | 4 | -3 | 0 | 8 | 0.3 | 5
30 | CCCN=C1N(CC)C[C@@H]2[C@@H]3C(=O)N(Cc4ccccc4)C(=O)[C@@H]3[C@](Cc3ccccc3)(C(=O)OC)N12 | 3 | 0 | -1 | 2 | 0 | -2 | -6 | -3 | 0.6 | -2
31 | CCOC(=O)c1oc2ccccc2c1NC(=O)c1cc(OC)cc(OC)c1 | 2 | 3 | -9 | 7 | 1 | 1 | -3 | -14 | -0.9 | -1
32 | COc1ccc2[nH]c(C)c(CCNC(=S)Nc3ccc(F)cc3)c2c1 | 0 | -2 | -1 | 1 | 1 | 2 | 5 | 4 | 0.2 | -3
33 | CC(C(=O)NC(C)(C)C)n1c(C(c2ccccc2)c2ccccc2)nc2ccccc21 (stereo unspecified) | -1 | 1 | 7 | 3 | 8 | 2 | 9 | 5 | 0.1 | 1
34 | Cc1ccnc(NC(=O)CCC(=O)N(CC(=O)NC2CCCCC2)CC2CCCO2)c1 (stereo unspecified) | 3 | 8 | 17 | 1 | -5 | -3 | 0 | -3 | 0.5 | 0
35 | O=C(NCC1CCCO1)c1ccc(NC(=O)C2CCCCC2C(=O)O)cc1 (stereo unspecified) | 0 | 3 | 5 | -6 | 4 | 4 | -3 | 2 | 0.1 | -1
36 | O=C(Nc1ccc(S(=O)(=O)NC2CCCCC2)cc1)c1ccco1 | -1 | 3 | -5 | 2 | 6 | 5 | -2 | -1 | -0.3 | 2
37 | CCOc1ccc(CCNC(=O)c2ccc(CS(=O)Cc3ccccc3Cl)o2)cc1 (stereo unspecified) | 2 | -5 | 9 | 0 | -3 | -5 | -4 | 11 | -0.3 | -2
38 | CCOc1ccc(N(CC(=O)NCC(C)C)S(C)(=O)=O)cc1 | -1 | 6 | -4 | -2 | 2 | 3 | -6 | 0 | -0.2 | 2
39 | CCc1sc(N(C(=O)Cc2ccccc2)c2ccccc2F)nc1-c1ccc(C)cc1 | 1 | -2 | 8 | 3 | -8 | -4 | -3 | -2 | 0.0 | 2
40 | COC(=O)c1c(NC(=O)CCNCc2ccco2)sc2c1CCC2 | 2 | -6 | 1 | -2 | -3 | 0 | 7 | 1 | 0.1 | 4
41 | CC(=O)Nc1ccc(S(=O)(=O)N/N=C/c2ccc(C)s2)cc1 | 6 | -3 | 5 | -9 | -7 | -2 | 7 | 12 | -0.2 | 1
42 | CCOP(=O)(OCC)c1nc(-c2cccc3ccccc23)oc1N1CCCCC1 | -1 | 0 | -1 | -5 | 5 | 3 | 8 | 1 | -280 | -3
43 | CCOc1cc(NC(=S)NCC2CCCO2)c(OCC)cc1NC(=O)c1ccccc1F (stereo unspecified) | -4 | -1 | -2 | 4 | -4 | -4 | 1 | 7 | -6.0 | 3
44 | COc1ccc(NC(=O)C/C(C)=N/NC(=O)c2cnccn2)cc1 | 2 | -4 | 5 | -2 | 2 | 5 | -1 | 2 | -0.2 | 0
45 | COc1ccc(C2=Nc3ccccc3NC(=O)C2N(C(=O)c2ccnc3ccccc23)c2ccccc2)cc1 (stereo unspecified) | 6 | 1 | -16 | 1 | 5 | -5 | 4 | -9 | -0.1 | 2
46 | O=C(COc1ccc(S(=O)(=O)NC2CCCC2)cc1)NCC1CCCO1 (stereo unspecified) | 3 | 0 | -11 | 2 | 0 | -6 | -3 | 1 | 0.5 | -4
47 | NC(=O)c1nsc(C(=O)N(c2ccc(Cl)cc2)C(C(=O)NCC2CCCO2)c2cccs2)c1N (stereo unspecified) | 1 | 1 | -11 | -8 | -4 | 4 | 2 | 9 | -1.4 | -5
48 | O=C(Nc1ccc(S(=O)(=O)Nc2nccs2)cc1)c1ccc(F)cc1 | -3 | 2 | -14 | 6 | -5 | 0 | 3 | -5 | -1.1 | 3
